Screens: PubChem, several laboratories
PAFAH1B2 FP inh = inhibitors of human PAFAH1B2 | inhibition, % at 3.39 µM | recombinant PAFAH1B2, FP-rhodamine activity probe, fluorescence polarization | P68402 | 340,000 compounds, 1.2% hits;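 active means inhibition above the mean of all tested compounds plus 3 SD, cut at about 24% in these data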;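 further: 0% = enzyme with DMSO and 100% = wells lacking PAFAH1B2; many of its hits are not listed in these tables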
Target sequence (P68402 whole entry, looked up): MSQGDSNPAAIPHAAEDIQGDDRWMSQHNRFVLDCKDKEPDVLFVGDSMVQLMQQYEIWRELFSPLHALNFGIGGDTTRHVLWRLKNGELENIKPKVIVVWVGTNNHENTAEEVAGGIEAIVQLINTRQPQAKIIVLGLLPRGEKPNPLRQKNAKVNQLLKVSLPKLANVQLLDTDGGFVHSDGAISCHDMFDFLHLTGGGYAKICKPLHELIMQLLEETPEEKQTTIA
PME-1 inh = blocks human protein phosphatase methylesterase 1. Q9Y570. recombinant PME-1, FP-Rh probe fluorescence polarization. inhibition, % at 5.9 µM. 320,000 compounds, 0.53% hits. AID 2130;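 active means inhibition above the campaign mean of all compounds plus 3 SD, cut at about 26% in these data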;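 further: competitive labeling of PME-1 active site by serine hydrolase directed probe; 0% = PME-1 with DMSO and 100% = wells lacking PME-1 enzyme; inhibitors block probe labeling so polarization falls and inhibition rises; many of its hits are not listed in these tables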
Bcl-xL primary = blocks human Bcl-xL binding to Bim BH3 peptide. Q07817. GST-Bcl-xL / FITC-Bim BH3 peptide fluorescence polarization. inhibition, % at 10.9 µM. 320,000 compounds, 0.7% hits. AID 2129;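 active means inhibition above the mean of all tested compounds plus 3 SD, cutoff set per campaign, cut at about 30% in these data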;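 further: 0% = DMSO wells and 100% = unlabeled Bim-BH3 peptide competitor; inhibitors lower millipolarization by displacing the labeled peptide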
MCL1-BIM inh = disrupts human MCL1 binding to BIM-BH3 peptide. 320,000 compounds, 0.68% hits. Q07820. inhibition, % at 10.9 µM. GST-MCL1 / FITC-Bim-BH3 fluorescence polarization;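 active means inhibition above the mean inhibition of all tested compounds plus 3 SD, set per campaign, cut at about 40% in these data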;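 further: 0% = DMSO wells and 100% = unlabeled Bim-BH3 peptide control; higher means more loss of mP so more displacement of Bim peptide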
MEX-5 binding = C. elegans MEX-5 TCR-2 RNA binding activity | AID 1832 | activity score (negative = inhibition of binding), % at 10 µM | MEX-5/FITC-TCR2 RNA binding, fluorescence polarization; stronger effect = lower value | 300,000 compounds, 0.38% hits;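 active means inhibition past about -25% in most replicates, and total fluorescence under double the plate's negative control median, limit read from the data; inconclusive means replicates evenly split on the limit, or fluorescence at least double controls; inactive means too little inhibition in most replicates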;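 further: 0% = DMSO and -100% = 5 µM competing unlabeled TCR2 RNA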
pPAFAH FP inh = pPAFAH (human) enzyme inhibition; inhibition, % at 3.39 µM; Q13093; recombinant pPAFAH, FP-rhodamine probe fluorescence polarization; 330,000 compounds, 1.5% hits;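 active means inhibition above the mean inhibition across the screen plus 3 SD, cut at about 25% in these data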;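 further: inhibitors block binding of the rhodamine activity-based probe so polarization drops; 0% = enzyme with DMSO and 100% = wells lacking pPAFAH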
AHR activator = human AHR activation; 320,000 compounds, 2.5% hits; activation, % at 5 µM; P35869; AHR-responsive luciferase reporter cells, luminescence; in the data active means activation above about 47%;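 further: 0% = vehicle wells and 100% = reference agonist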
Target sequence (P35869 whole entry, looked up): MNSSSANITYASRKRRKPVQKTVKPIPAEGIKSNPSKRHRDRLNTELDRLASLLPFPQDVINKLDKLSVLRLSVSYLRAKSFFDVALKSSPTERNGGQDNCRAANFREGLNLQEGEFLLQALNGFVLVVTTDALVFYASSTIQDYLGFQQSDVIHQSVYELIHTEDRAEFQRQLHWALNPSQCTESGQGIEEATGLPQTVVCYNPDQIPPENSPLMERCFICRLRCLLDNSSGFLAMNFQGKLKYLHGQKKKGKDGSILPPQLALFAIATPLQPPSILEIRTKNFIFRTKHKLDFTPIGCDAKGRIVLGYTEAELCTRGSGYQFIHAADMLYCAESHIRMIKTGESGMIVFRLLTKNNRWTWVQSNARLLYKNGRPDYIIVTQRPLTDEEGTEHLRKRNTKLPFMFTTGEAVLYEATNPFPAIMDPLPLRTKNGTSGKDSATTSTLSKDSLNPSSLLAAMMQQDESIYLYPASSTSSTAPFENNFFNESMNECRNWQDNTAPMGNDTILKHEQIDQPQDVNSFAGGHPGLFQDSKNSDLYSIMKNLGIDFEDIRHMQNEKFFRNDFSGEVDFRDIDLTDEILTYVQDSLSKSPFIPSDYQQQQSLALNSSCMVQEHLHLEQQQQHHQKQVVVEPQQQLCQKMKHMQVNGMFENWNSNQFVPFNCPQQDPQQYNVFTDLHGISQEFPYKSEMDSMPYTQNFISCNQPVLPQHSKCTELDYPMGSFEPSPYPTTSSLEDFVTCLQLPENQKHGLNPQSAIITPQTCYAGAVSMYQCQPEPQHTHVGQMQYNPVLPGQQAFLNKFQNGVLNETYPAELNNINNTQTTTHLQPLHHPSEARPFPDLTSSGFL
GLD-1 TGE inh = GLD-1-TGE RNA interaction inhibition (C. elegans) | Q17339 | purified GLD-1 + fluorescein TGE RNA, fluorescence polarization | inhibition, % at 5.96 µM | 320,000 compounds, 0.44% hits;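 active means percent inhibition above a per-plate cutoff, the plate mean of test compounds plus 3 SD, cut at about 30% in these data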;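 further: 0% = DMSO wells with GLD-1 and probe and 100% = wells lacking GLD-1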
Fam108B counter = Fam108B inhibition, counter-screen for RBBP9 inhibitors | recombinant Fam108B, FP-Rh probe fluorescence polarization | inhibition, % at 9.51 µM | 300,000 compounds, 0.33% hits | AID 1947;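 active means inhibition above the screen mean inhibition plus 3 SD, computed separately per campaign, cut at about 18% in these data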;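 further: inhibitors lower polarization as less probe binds the enzyme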
* marks the source's active call; other numbers are inactive results; ? = inconclusive; · = not tested or not shown; + = active, no number. Some of the compounds tested (hit frequency here may not be typical).

Results follow in this order: PAFAH1B2 FP inh	PME-1 inh	Bcl-xL primary	MCL1-BIM inh	MEX-5 binding	pPAFAH FP inh	AHR activator	GLD-1 TGE inh	Fam108B counter
- COC(=O)C1CCN(C(=O)CN2C(=O)NC(CCc3ccccc3)C2=O)CC1 (stereo unspecified)
    1.6	-2.4	5.8	1.9	-0.6	1.5	-1.8	-2.0	-1.9
- COc1ccc(C[C@@H]2CN3C(=NC[C@@H]3C)N2C[C@H](C)NC(=O)c2ccc(C)c(Br)c2)cc1
    5.5	-0.7	0.2	-4.0	3.2	-3.6	-1.2	3.0	6.9
- CCN(CC)S(=O)(=O)c1ccc(N2CCOCC2)c(NC(=O)c2cc(Cl)c3c(c2)OCO3)c1
    -2.3	·	·	·	·	9.1	-0.1	6.9	·
- CCOc1cc(C(=O)Nc2cnccn2)cc(OCC)c1OCC
    4.1	-0.7	2.4	8.3	-1.0	-2.1	44.2	0.7	0.1
- CC1=NN=C(c2ccccc2)C(c2c[nH]c3ccccc23)N1O (stereo unspecified)
    1.3	-0.8	4.0	1.0	-2.6	-4.2	68.1*	11.3	-0.8
- Cc1noc(C)c1S(=O)(=O)Nc1ccc2c(c1)C(=O)N([C@H](C)CO)C[C@H](C)[C@@H](CN(C)C(=O)Nc1ccc3c(c1)OCO3)O2
    6.3	·	·	·	·	-5.5	3.3	4.0	·
- COc1cccc(CNC(=O)CCC2CCCN(C(=O)C3=CC(=O)CC(C)(C)O3)C2)c1 (stereo unspecified)
    0.1	5.2	2.2	0.4	2.0	5.3	-0.6	0.3	5.3
- CC(C)CN(CC(C)C)CC(O)COc1ccccc1Br (stereo unspecified)
    -4.0	-2.1	2.4	-4.6	0.9	1.0	3.4	2.7	-0.9
- CC1(C(=O)N2CCN(c3ccc([N+](=O)[O-])cc3)CC2)CC1(Cl)Cl (stereo unspecified)
    6.6	1.7	7.4	3.9	1.3	3.6	-0.3	64.1*	4.0
- Cc1ccc(OCC(=O)NC(=S)Nc2ccc(Br)c(C)n2)cc1
    3.3	3.1	-0.5	-3.1	0.1	1.8	2.4	-4.7	1.7
- Cn1c(C2=C(O)CN(Cc3ccccc3)C2=N)nc2ccccc21
    -1.6	-2.3	0.8	-2.7	-1.6	1.5	6.4	3.4	-4.7
- O=C(NCC(=O)N(c1cccnc1)C(C(=O)NC1CCCC1)c1ccccc1F)c1ccco1 (stereo unspecified)
    -0.7	0.6	2.2	2.4	-1.7	1.1	0.8	-0.6	-1.4
- CCCc1[nH]nc2c1C(c1ccc(OC(=O)N3CCOCC3)c(OC)c1)C(C#N)=C(N)O2 (stereo unspecified)
    -3.2	-2.3	2.5	-4.0	-1.5	3.4	-1.4	-5.2	-4.5
- CNC(=S)Nc1ccc(C23CC4CC(CC(C4)C2)C3)cc1
    21.1	0.8	1.1	15.1	1.8	2.7	-1.6	6.6	3.7
- Cc1ccc(-c2nn(-c3ccc(F)cc3)cc2C(=O)N(C)CC(=O)Nc2ccc(N3CCOCC3)cc2)cc1
    -0.2	4.2	-4.1	-1.4	-0.5	3.2	1.0	6.6	-1.5
- Cc1ccc(C(=O)/C=C/c2ccco2)c(O)c1
    -5.3	-6.3	5.6	1.7	0.0	9.1	2.1	-3.5	-3.3
- COc1ccc(/C=C2\SC(=O)N(CCC(=O)N3CCCCC3CCO)C2=O)cc1 (stereo unspecified)
    1.9	5.2	5.0	3.1	-1.1	3.4	0.4	-0.5	0.1
- CCn1c(SCc2nc3ccccc3nc2C)nnc1-c1cccs1
    4.8	1.5	2.4	-2.0	1.8	-4.4	15.2	3.5	4.8
- COC(CSc1nc(N)c2c3c(sc2n1)CN(C)CC3)OC
    2.5	-6.4	21.3	20.3	0.0	4.2	6.0	2.8	-3.8
- CCN1CCN(c2nc(-c3cccs3)nc3ccccc23)CC1
    6.0	-0.7	4.2	6.0	-4.3	3.8	34.5	1.9	-0.3

An excerpt from above in order of length of the SMILES, low to high.
Results follow in this order: PAFAH1B2 FP inh	PME-1 inh	Bcl-xL primary	MCL1-BIM inh	MEX-5 binding	pPAFAH FP inh	AHR activator	GLD-1 TGE inh	Fam108B counter
- CCn1c(SCc2nc3ccccc3nc2C)nnc1-c1cccs1
    4.8	1.5	2.4	-2.0	1.8	-4.4	15.2	3.5	4.8
- COC(=O)C1CCN(C(=O)CN2C(=O)NC(CCc3ccccc3)C2=O)CC1 (stereo unspecified)
    1.6	-2.4	5.8	1.9	-0.6	1.5	-1.8	-2.0	-1.9
- Cc1noc(C)c1S(=O)(=O)Nc1ccc2c(c1)C(=O)N([C@H](C)CO)C[C@H](C)[C@@H](CN(C)C(=O)Nc1ccc3c(c1)OCO3)O2
    6.3	·	·	·	·	-5.5	3.3	4.0	·

Next compounds.
Results follow in this order: PAFAH1B2 FP inh	PME-1 inh	Bcl-xL primary	MCL1-BIM inh	MEX-5 binding	pPAFAH FP inh	AHR activator	GLD-1 TGE inh	Fam108B counter
- CSc1nc(Cl)c(Cc2ccc(OC(C)C)cc2)c(N2CCOCC2)n1
    3.9	-1.5	4.9	7.0	0.6	-0.7	-2.2	0.1	5.6
- Cc1ccccc1OCCNc1cc(N2CCNCC2)ccc1[N+](=O)[O-]
    ·	1.1	5.4	15.3	0.6	5.6	15.6	0.2	-0.7
- O=C(Nc1ccc(Cl)cc1)c1ccc2c(c1)OCO2
    0.7	-7.1	1.3	2.5	0.3	-2.7	-3.0	-2.1	-1.2
- O=C(NCCCN1CCC(Cc2ccccc2)CC1)C1CC(=O)N(C2CCCC2)C1 (stereo unspecified)
    -2.3	-2.5	-2.8	4.3	4.6	-1.0	0.8	-0.6	0.9
- CCOC(=O)C1(CCc2ccccc2)CCN(Cc2cc(OC)c(OC)cc2OC)CC1
    -2.2	-0.3	4.6	10.1	0.2	0.1	1.5	6.6	-0.5
- CCc1cc2c3c(c1)C(C)CC(C)(C)N3C(=O)C2=O (stereo unspecified)
    2.3	-1.0	2.7	-3.3	0.7	-2.9	-0.6	10.9	0.0
- COc1cccc2c1C(=O)c1c(O)c3c(c(O)c1C2=O)C[C@@](O)(C(=O)CO)C[C@@H]3O[C@H]1C[C@H](N)[C@H](O)[C@H](C)O1
    40.7*	47.7*	+	+	?	58.0*	-4.3	+	31.9*
- O=C(CSc1nnc(-c2ccncc2)o1)NCc1ccccc1
    -3.6	-1.8	-1.5	14.5	0.5	-1.7	0.2	4.1	5.4
- O=C(O)/C=C/c1cn(Cc2ccccc2)nc1-c1ccc(Cl)cc1
    4.7	-7.7	5.2	9.6	-0.7	-2.9	10.8	-5.3	5.5
- COc1ccc(C(CNS(=O)(=O)c2ccc(C)cc2)N2CCN(C)CC2)cc1 (stereo unspecified)
    12.1	0.2	3.2	-2.2	-4.7	0.9	-2.1	-2.9	-4.5
- CCn1c(COc2cccc3cccnc23)nnc1SCC(=O)OC
    -0.9	-7.1	-2.7	-0.6	-1.6	-7.3	-0.1	-5.2	-5.6
- Cc1cccc(-n2nc(C(=O)Nc3ccccc3)n3c(=O)cc(-c4ccccc4)nc23)c1
    -1.3	-1.6	3.0	-1.1	-3.9	7.2	3.3	-2.4	-3.0
- O=C(NC1CC2CCCC(C1)N2S(=O)(=O)c1ccccc1)c1ccccc1 (stereo unspecified)
    0.3	-2.7	2.2	12.5	-0.5	5.0	22.4	-2.7	3.5
- FC(F)Oc1ccc(/C=N/NC(=S)Nc2cc(C(F)(F)F)ccc2Cl)cc1
    1.5	5.3	0.0	13.1	1.5	13.7	22.9	3.9	-2.5
- COc1ccc(CCNC(=O)c2nn(C)c3c2CS(=O)(=O)c2ccccc2-3)c(OC)c1
    2.0	3.5	4.1	1.7	0.3	4.9	-0.1	-2.1	-8.8
- CN(NC(=O)COc1ccccc1)C1=NS(=O)(=O)c2ccccc21
    4.0	1.5	5.5	0.5	-1.8	3.3	-0.1	-2.5	0.8
- O=C(O)CN(Cc1ccccc1)S(=O)(=O)c1ccc2c(c1)OCCO2
    7.7	3.4	6.6	-3.3	-2.0	2.0	-0.3	-1.4	4.9
- O=C(CCC(=O)c1cccs1)NNC(=O)c1ccccc1O
    0.9	7.0	2.1	3.0	-2.3	9.6	15.2	7.0	4.0
- COc1ccc(N2CCCC2)c(NC(=O)COc2ccccc2)c1
    -2.2	0.4	0.9	1.8	-1.0	5.3	15.9	0.9	-0.2
- Cc1onc(-c2ccccc2)c1C(=O)Nc1ccc2c(c1)OCCO2
    2.0	-4.4	0.3	6.8	-1.0	7.3	-2.0	4.3	5.1

(continued)
Results follow in this order: PAFAH1B2 FP inh	PME-1 inh	Bcl-xL primary	MCL1-BIM inh	MEX-5 binding	pPAFAH FP inh	AHR activator	GLD-1 TGE inh	Fam108B counter
- CCn1c(SCC(=O)Nc2ccccc2OC)nc(O)cc1=O
    2.8	2.7	0.0	0.1	0.5	6.9	1.9	2.2	2.1
- Cc1ccc(S(=O)(=O)NCc2ccccc2)cc1C(=O)N1CC(C)CC(C)C1 (stereo unspecified)
    11.3	5.0	5.9	13.4	-1.5	4.0	0.4	-1.7	0.6
- C/C(=N\NC(=O)CN1CCN(c2ccc(F)cc2)CC1)c1ccco1
    0.2	-1.4	0.3	-8.2	0.1	1.5	1.1	-4.7	0.6
- CCOC(=O)c1ccc2c(c1)nc(-c1ccc(F)cc1)c1nccn12
    0.4	-6.5	-2.0	-9.5	-0.1	2.1	84.8*	12.9	3.9
- COc1cc(S(=O)(=O)N2CCN=C2c2ccccc2)c(OC)cc1Cl
    0.5	4.3	6.7	6.8	2.4	-0.9	3.3	7.6	-1.6
- CCCC(C)n1[nH]c(=O)cc1N (stereo unspecified)
    0.0	-6.8	2.7	1.8	1.1	-1.2	6.0	1.2	1.5
- CCOc1ccccc1N1CCN(Cc2c(C)n(C)n(-c3ccccc3)c2=O)CC1
    -2.0	-4.2	6.5	2.8	0.4	5.0	-0.2	-7.0	-2.0
- CN(C#N)c1nc(N2CCOCC2)nc(N2CCOCC2)n1
    3.8	-2.4	7.9	0.8	0.0	3.6	-0.1	-0.3	1.0
- CCOC(=O)c1sc(NC(=O)CCSC)nc1C
    2.0	-10.5	3.3	3.0	1.0	2.2	-0.7	-1.5	4.0
- FC(F)(F)c1ccc(CN2C[C@@H]3C(c4ccc(C(F)(F)F)cc4)C4(c5cccnc5)CC3(C4)[C@H]2c2ccccc2)cc1 (stereo partly specified)
    5.6	-4.0	4.5	6.5	0.8	0.7	3.0	1.9	-2.2
- Cc1cccc(C)c1OCC(=O)Nn1c(COc2ccccc2)nc2ccccc2c1=O
    -2.7	4.7	9.8	4.0	-0.2	6.4	2.5	8.2	0.9
- Cc1ccc(C(=O)O)cc1N1C(=O)CCCC1=O
    5.5	-3.3	5.8	2.7	2.0	7.6	0.0	-6.8	-3.5
